# Casp6 inh: caspase-6 (human) enzyme inhibition | inhibition, % at 12.5 µM | AID 686996 | purified caspase-6, Z-VEID-R110 cleavage fluorescence | hit rate 0.53% among 350,000 | P55212;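 active means mean inhibition across replicates at least about 35%, with every replicate also reaching that limit, limit read from the data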;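 further: 0% = median of neutral control wells and 100% = no fluorescence left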
# Target sequence (P55212 24-179 limits assumed): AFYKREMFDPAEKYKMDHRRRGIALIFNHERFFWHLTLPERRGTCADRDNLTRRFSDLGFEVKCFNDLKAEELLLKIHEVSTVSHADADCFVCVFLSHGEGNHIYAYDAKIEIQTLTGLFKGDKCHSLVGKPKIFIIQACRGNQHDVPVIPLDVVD
# Target sequence (P55212 194-293 limits assumed): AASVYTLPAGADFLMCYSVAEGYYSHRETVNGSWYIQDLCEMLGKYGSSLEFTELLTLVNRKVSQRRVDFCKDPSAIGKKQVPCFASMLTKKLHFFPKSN
# LGR2 inh: inhibitors of bursicon-induced Drosophila LGR2 receptor cAMP signaling; hit rate 0.35% among 380,000; AID 720647; HEK293 LGR2, CRE-luciferase, bursicon-stimulated, 4 h; inhibition, % at 9.99 µM;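 active means drop in luminescence signal, shown as inhibition above about 50% in the replicate tests, limit read from the data, passing the limit was not always enough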;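 further: agonist challenge used bursicon conditioned medium at about half maximal strength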
# PAX8 reporter: lowers PAX8-driven luciferase in RMG-I cells | RMG-I TPO-luciferase reporter, SteadyGlo, 24 h | hit rate 1.2% among 360,000 | inhibition, % at 12.6 µM;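 active means mean replicate inhibition at least 60% with every replicate also reaching 60%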;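 further: luciferase light reporting Pax8 driven TPO promoter activity; plate controls were median of neutral control wells for no effect and mitoxantrone controls for full effect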
# Cneo AK release: Cryptococcus neoformans lysis via adenylate kinase release | hit rate 0.2% among 360,000 | lysis activity, % at 15 µM | C. neoformans lysis, adenylate kinase release luminescence, 4 h; normalised: neutral wells 0, clomiphene wells 100 | AID 651654;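 active means mean lysis activity across replicates of at least 80%, whatever share of replicates individually reach that level; inactive means mean lysis activity below 80%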
#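 read-out = cell lysis signal | test system = log-phase Cryptococcus neoformans yeast cells | input = cells at 5 × 10^6 per mL | medium = fresh YPD growth medium | signal = luminescent adenylate kinase detection reagent | timing = 4 h at 37 °C static, read 1 h later | dosing = single dose | controls = Clomiphene as positive lysis control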
# miR122 inh: inhibitors of miR-122 in Huh7 cells; Huh7 miR-122 Renilla luciferase sensor, 48 h; neutral wells = 0, positive control = 100; activation (reporter increase), % at 12.5 µM; hit rate 0.3% among 340,000; AID 602342;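 active means mean replicate activation score at least 90 and every replicate individually at or above 90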;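 further: higher luciferase means less miR-122 activity so hits act as miR-122 inhibitors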
# PGC1a acetyl inh: modulators of PGC1a acetylation | U2OS PGC1a acetylation, AlphaScreen anti-acetyl-lysine; with virally co-expressed GCN5 acetyltransferase | hit rate 0.17% among 350,000 | AID 651687 | inhibition, % at 15.6 µM;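 active means every replicate shows inhibition of at least 40%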;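 further: 0% = neutral control wells and 100% = positive control wells; some results beyond the cut were filed as inactive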
# EWS-Fli block: blocks EWS/Fli oncoprotein-driven transcription. A673 NR0B1-luciferase reporter, viability-normalised. inhibition, % at 12.6 µM. hit rate 0.67% among 350,000;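 active means mean inhibition of at least 50% after viability correction, with every replicate also passing that limit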;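 further: firefly luciferase signal divided by Alamar Blue viability fluorescence both relative to DMSO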
# FN deposition inh: fibronectin deposition inhibition | AID 743247 | hit rate 0.086% among 350,000 | AH1F fibroblasts, Alexa488-fibronectin deposition fluorescence, overnight | inhibition, % at 12.6 µM;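 active means mean inhibition across replicates of 30% or more, regardless of how many single replicates reach that level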;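 further: positive control wells lacked labelled fibronectin entirely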
#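 Measured by – fluorescence 485/525 nm · System – AH1F fibroblast monolayer, labelled fibronectin deposition · Amount – 10000 cells per well · Buffer or medium – serum-reduced DMEM (2% serum) · Doses – single dose, pinned · Also added – fluorescent fibronectin at 24 nM final · Schedule – 1 h cell attachment, overnight exposure to compound and label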
# * hit, by the source's call; nt = not tested or not shown; & = joins results of further samples; [ ] = another dose, or the depositor's remark.
SMILES,Casp6 inh,LGR2 inh,PAX8 reporter,Cneo AK release,miR122 inh,PGC1a acetyl inh,EWS-Fli block,FN deposition inh
CO[C@@H]1CN(C)C(=O)c2ccc(NC(=O)Nc3ccc(Cl)cc3)cc2OC[C@H](C)N(C(=O)Nc2c(C)noc2C)C[C@H]1C,-2,0,-11,-2,nt,-2,-3,0
O=C(COC(=O)c1ccco1)c1ccc(Cl)cc1,2,-49,-9,-4,nt,nt,-7,-3
COc1cccc(NC(=O)N(C)C[C@@H]2OCc3ccccc3-c3c(n(C)c4ccccc34)C(=O)N([C@@H](C)CO)C[C@H]2C)c1,-2,9,21,0,nt,-51,5,6
CCOc1ccccc1NC(=O)CCNC(=O)c1ccco1,-3,8,9,3,-4,3,-3,-3
C[C@H]1CN=C(Nc2ccccc2)N1CC1CCCCCC1,1,-1,-5,-2,4,-4,2,-21
O=C(C[C@@H]1CC[C@H]2[C@@H](COC[C@H](O)CN2CCC(F)(F)F)O1)N1CCC(Cc2ccccc2)CC1,1,10,6,-2,5[16.7 µM],4,-13,2
Cc1ccccc1OCC(=O)NC(Cc1c[nH]c2ccccc12)C(=O)O (centres undefined),1,4,5,nt,nt,nt,-4,13
COc1ccccc1Cc1c(C(C)(C)C)nc2c3ccccc3ccn12,9,9,65*,0,2,-13,8,-12
Cc1cccc(-c2ccc([C@@H]3[C@H](CO)N4CCCCN(Cc5ccncc5)C[C@@H]34)cc2)c1,2,-14,11,6,16[16.7 µM],3,13,nt
Cc1nc(SCc2cccc(Oc3ccccc3)c2)n[nH]1,nt,-37,nt,-12,3,7,nt,nt
Cc1cccc(C(=O)Nc2sc(C(=O)N3CCCC3)c(C)c2C#N)c1,nt,nt,9,0,-4,nt,nt,-5
CO[C@@H]1CN(C)C(=O)c2ccc(NC(=O)Nc3ccc(Cl)cc3)cc2OC[C@H](C)N(C)C[C@H]1C,-9,-1,-2,2,1[16.7 µM],nt,2,5
CC(=O)N[C@@H](C)C(=O)N1CCC(n2nccc2NC(=O)CCCc2ccccc2)CC1,-4,-6,-27,0,-5,8,nt,2
CCN(CC(=O)Nc1c(F)cccc1F)C(=O)c1ccc2c(c1)NC(=O)C(C)S2 (centres undefined),4,-3,2,4,nt,nt,-3,-2
CCCCCCCCC(=O)NCCOc1ccccc1,0,nt,111*,-3,-1,-2,-4,7
COc1ccccc1-c1cnc2c(c1)C(=O)N([C@@H](C)CO)C[C@H](C)[C@H](CN(C)C(=O)CN(C)C)O2,3,-14,nt,-4,0[16.7 µM],4,-9,2
Nc1nc2ncc(C(=O)c3cc(Cl)cc(Cl)c3O)cc2s1,1,8,-9,-3,0,7,5,-7
CCOC(=O)c1c(-c2ccccc2)c(C(C)=O)c(=O)n(C)c1C,1,38,3,1,-7,3,7,0
O=S(=O)(c1ccc(C(F)(F)F)cc1)N1CCN(CCOc2ccccc2)CC1,0,1,-8,-6,1,-3,-1,2
COc1ccc(-c2nc3ccccc3c(=O)n2CCOc2cccc(C)c2C)cc1,-1,13,-11,0,-5,4,2,8
CCOc1ccccc1C(=O)NC(C(=O)NCc1ccc(F)cc1)C(C)C (centres undefined),-4,5,-3,0,4,nt,0,2
CCOc1ccc(OCCN2C(=O)NC3(CCCc4ccccc43)C2=O)cc1 (centres undefined),nt,nt,1,3,5,-4,nt,-5
CCCC(=O)Nc1cc2c(cc1C(C)=O)OCCO2,0,-1,-35,0,1,6,-5,-5
Cc1oc(C)c(C(=O)O)c1COc1ccc(C(=O)O)cc1,nt,nt,0,18,-8,-1,nt,9
O=[N+]([O-])c1cc(-c2ccccc2)cc([N+](=O)[O-])c1O,6,1,nt,5,-5,-5,-1,4
Cc1cc(C(=O)NCC(=O)OCC(=O)N2CCCCCC2)ccc1[N+](=O)[O-],nt,-8,-4,-2,-6,0,nt,nt
C[C@@H]1CCCCO[C@H](CN(C)C(=O)Nc2ccccc2)[C@H](C)CN([C@H](C)CO)C(=O)c2cc(NC(=O)CCC(F)(F)F)ccc2O1,2,-8,-23,3,-2[16.7 µM],0,2,-4
O=C(Nc1cccc2ccccc12)C1CCN(C(=O)NCc2ccccc2)CC1,nt,nt,12,-1,-2,-11,nt,-7
Cc1ccc(S(=O)(=O)N2CCN(C(=O)Cn3nc(C)c([N+](=O)[O-])c3C)CC2)cc1,-4,4,23,2,-3,-1,7,-5
C[C@@H](O)C#Cc1cnc2c(c1)C(=O)N([C@@H](C)CO)C[C@H](C)[C@@H](CN(C)CC1CCCC1)O2,-5,-6,-7,-1,-16[16.7 µM],4,-3,-1
CO[C@H]1CN(C)C(=O)c2cc(NC(C)=O)ccc2OC[C@@H](C)N(C(=O)c2ccccn2)C[C@H]1C,1,2,nt,2,-31[16.7 µM],1,2,2
CCNC(=O)C[C@H]1CC[C@H]2[C@@H](COc3ccc(NC(=O)Nc4ccc(C)cc4)cc3C(=O)N2C)O1,0,-14,6,62,2[16.7 µM],2,-26,6
O=C(Cn1ncc2c([nH]c3ccccc32)c1=O)N1CCN(c2ccccc2F)CC1,-5,-3,-1,-4,-1,-10,2,6
Cc1cc(C)cc(NC(=O)COC(=O)Cn2cnc3c2c(=O)n(C)c(=O)n3C)c1,0,1,-9,nt,nt,5,3,-4
COc1ccc(C)cc1NS(=O)(=O)c1ccc2c(c1)N(C)CCO2,3,0,11,-1,149*,9,-30,-12
CC(OC(=O)c1cccc([N+](=O)[O-])c1)C(=O)N1CCc2ccccc21 (centres undefined),2,-30,1,1,0,9,1,3
CCCC#Cc1ccc2c(c1)O[C@@H](CN(C)C(=O)Nc1ccccc1F)[C@@H](C)CN([C@H](C)CO)S2(=O)=O,-2,-7,18,8,20[16.7 µM],-1,-2,-4
C[C@@H]1CN([C@H](C)CO)C(=O)Cc2cc(NS(=O)(=O)c3ccc(F)cc3)ccc2O[C@@H]1CN(C)Cc1ccc(C(=O)O)cc1,-3,4,nt,-2,7[16.7 µM],0,4,nt
Cc1cc(C(=O)COc2ccc(C#N)cc2)c(C)n1C1CC1,1,1,-10,1,nt,-18,-27,-5
COc1ccc(N2CCN(c3nccs3)CC2)cc1,-1,-24,-87,-5,-7,-9,-112,0
O=C(CSc1cn(CCNC(=O)c2cccs2)c2ccccc12)NC1CCCCC1,-2,18,-9,1,nt,nt,12,3
Cc1cc(C)c2nc(/N=C(\N)NC(=O)Nc3ccccc3)nc(C)c2c1,nt,1,0,0,17,nt,nt,-3
O=C(O)c1cnn(-c2ccccc2)c1-c1ccccc1,nt,nt,-9,3,-3,-18,nt,-1
COc1ccc(OC)c(NC(=O)c2cccc(S(=O)(=O)N3CCN(C(C)=O)CC3)c2)c1,5,-4,10,1,nt,nt,-9,2
CC(C)C(=O)N1CCN(c2ccc(NC(=O)COc3ccccc3[N+](=O)[O-])cc2)CC1,2,63*,40,8,-8,-1,-2,-1

# Sorted by the number under PGC1a acetyl inh (smallest number first): some entries from above
Compound	PGC1a acetyl inh
O=C(O)c1cnn(-c2ccccc2)c1-c1ccccc1	-18
CCCC#Cc1ccc2c(c1)O[C@@H](CN(C)C(=O)Nc1ccccc1F)[C@@H](C)CN([C@H](C)CO)S2(=O)=O	-1
CCNC(=O)C[C@H]1CC[C@H]2[C@@H](COc3ccc(NC(=O)Nc4ccc(C)cc4)cc3C(=O)N2C)O1	2

# Following part
SMILES,Casp6 inh,LGR2 inh,PAX8 reporter,Cneo AK release,miR122 inh,PGC1a acetyl inh,EWS-Fli block,FN deposition inh
CCCc1nnc(NC(=O)CN2C(=O)C3C4C=CC(C4)C3C2=O)s1 (centres undefined),nt,nt,6,-6,4,4,nt,1
Cc1cc(C(F)(F)F)nn1CC(=O)Nc1ccc2c(c1)OCO2,3,-1,0,-1,-1,nt,nt,-8
CCOc1ccc(NC(=O)CSc2nccn2Cc2ccco2)cc1,-3,-19,nt,3,8,nt,-33,5
CCCCCCCN1C(Nc2ccccc2)=NC[C@@H]1CC(C)C,5,-6,-8,27,nt,nt,16,-12
Cn1c(=NC(=O)C2CC2)sc2cccc(F)c21,-1,-47,-11,1,-3,1,-17,0
CCc1ccc(N(C(=O)c2snc(C(N)=O)c2N)C(C(=O)NCC2CCCO2)c2cccs2)cc1 (centres undefined),-1,-81,-2,nt,4,-15,-24,-11
CCCN(C)C[C@H]1OCc2cnnn2CCCC(=O)N([C@@H](C)CO)C[C@@H]1C,0,15,nt,0,-3[16.7 µM],0,-5,-9
Cn1ncc(Br)c1C(=O)Nc1c(F)c(F)cc(F)c1F,0,18,nt,2,1,-60,nt,-9
O=C(c1cnccn1)N1CC(=O)N2[C@H](CO)[C@H](c3ccc(C#CCc4ccccc4)cc3)[C@@H]2C1,2,-1,-11,nt,nt,-16,2,nt
CC(=O)N1[C@@H]2c3ccc(-c4cccc(F)c4)c(=O)n3C[C@H]1[C@H](CO)[C@H]2C(=O)NCCCN(C)C,-15,-5,-13,nt,nt,-11,5,nt
COc1ccc(NC(=O)Nc2ccc3c(c2)CC(=O)N([C@@H](C)CO)C[C@H](C)[C@H](CN(C)S(=O)(=O)c2ccccc2)O3)cc1,1,-7,nt,nt,-8[16.7 µM],-8,-3,1
Cn1nccc1C(=O)OCC(=O)Nc1ccccc1Cl,nt,10,11,-1,3,2,nt,1
CC(C)(C)NC(=O)NC(=O)Cn1cc(C(F)(F)F)ccc1=O,nt,nt,-20,1,3,-1,nt,-5
COc1ccc2oc(C(=O)OCC(=O)N3CCCC(C)C3)c(C)c2c1 (centres undefined),-3,-16,-21,nt,0,4,-9,1
CNC(C)C(=O)NC(C(=O)N1CCCC1C(=O)Nc1ccc2[nH]ccc2c1)C(C)C (centres undefined),-56,-27,-23,0,1,7,4,5

# Reprinted at random: 2 compounds from above.
SMILES,Casp6 inh,LGR2 inh,PAX8 reporter,Cneo AK release,miR122 inh,PGC1a acetyl inh,EWS-Fli block,FN deposition inh
CNC(C)C(=O)NC(C(=O)N1CCCC1C(=O)Nc1ccc2[nH]ccc2c1)C(C)C (centres undefined),-56,-27,-23,0,1,7,4,5
Cn1nccc1C(=O)OCC(=O)Nc1ccccc1Cl,nt,10,11,-1,3,2,nt,1

# (cont.)
SMILES,Casp6 inh,LGR2 inh,PAX8 reporter,Cneo AK release,miR122 inh,PGC1a acetyl inh,EWS-Fli block,FN deposition inh
COc1cccc(CNS(=O)(=O)c2cc3c4c(c2)CCC(=O)N4CCC3)c1,0,-6,-8,nt,2,9,5,-1
COc1cccc(S(=O)(=O)N2C[C@H](O)COC[C@H]3O[C@@H](CC(=O)N4CCN(C)CC4)CC[C@@H]32)c1,0&0,10&-10,-6&-14,1,10[16.7 µM],7,9&1,-16&19
O=C(C[C@@H]1CC[C@@H](NC(=O)C2CCC2)[C@@H](CO)O1)NCC1CC1,1,-7,-5,-24,3[16.7 µM],9,-160,-5
O=S(=O)(NC1CCCC1)c1ccc(-n2cnnn2)cc1,3,-3,-12,-2,-2,-11,11,-7
NS(=O)(=O)c1ccc(CCNC(=O)C2Cc3ccccc3CN2C(=O)c2ccco2)cc1 (centres undefined),nt,nt,15,11,6,1,nt,0
COc1ccc(/C=C/C(=O)Oc2cccc(/C=N/NC(=O)c3cccc(F)c3)c2)cc1,nt,nt,-28,-7,-1,-1,nt,nt
COc1cccc(C(c2c(N)[nH]c(=S)[nH]c2=O)c2c(N)[nH]c(=S)[nH]c2=O)c1,3,8,15,-4,-5,0,9,6
COc1cccc2sc(NNC(=O)C3=COCCO3)nc12,4,-28,-16,27,-3,-1,-51,nt
Nc1cc(N)nc(SCC(=O)NCc2ccco2)n1,-5,9,-4,-1,nt,-3,2,-2
O=C(CCl)N1CCN(CC(=O)N2CCCC2)CC1,-10,16,-3,2,5,6,12,5
